High-throughput results as filed in PubChem BioAssay.
AmpC no deterg – AmpC beta-lactamase inhibition without detergent; P00811; Potency, µM (doses to about 57.1 µM), without a hit: top-dose activity change, negative = inhibition, most hits filed as inhibitors; 330,000 tested, 0.52% active; AmpC nitrocefin hydrolysis, absorbance 480 nm, 0.0001% Triton;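 further: potency means the concentration at half of the fitted maximal effect; plate controls were no compound for no effect and no enzyme for full effect; nearly all actives have a fitted effect of over 20% in size; some results filed as inactive show a strong effect at the top dose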
Target sequence (P00811 whole entry, looked up): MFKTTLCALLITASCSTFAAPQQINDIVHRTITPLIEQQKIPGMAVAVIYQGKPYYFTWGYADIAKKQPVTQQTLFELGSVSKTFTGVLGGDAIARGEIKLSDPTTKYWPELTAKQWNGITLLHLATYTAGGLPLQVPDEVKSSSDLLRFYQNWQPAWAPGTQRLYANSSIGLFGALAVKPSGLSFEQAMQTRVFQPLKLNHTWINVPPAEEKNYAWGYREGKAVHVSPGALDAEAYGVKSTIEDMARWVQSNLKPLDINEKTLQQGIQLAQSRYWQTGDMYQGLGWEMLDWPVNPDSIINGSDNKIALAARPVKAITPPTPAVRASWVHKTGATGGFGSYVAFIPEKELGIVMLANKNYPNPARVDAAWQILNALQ
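20 mM phosphate pH 7.0 + 0.01% (detergent screen) or 0.0001% Triton X-100; 5.3 nM AmpC reagent; cpd preinc 15 min RT; nitrocefin (800 uM stock) to start; A480 q20 s × 4 min; Activity was normalised to no-enzyme and no-compound control wells.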
LmPK inh – LmPK (Leishmania mexicana) enzyme inhibition; Q27686; purified LmPK, Kinase-Glo ATP luminescence, 1 h; Potency, µM (top dose mostly 57.5 µM), for inactives: top-dose activity change, negative = inhibition, hits mostly inhibitors; 290,000 tested, 0.37% active; AID 1721; further: potency means the concentration at half of the fitted maximal effect
Target sequence (Q27686 whole entry, looked up): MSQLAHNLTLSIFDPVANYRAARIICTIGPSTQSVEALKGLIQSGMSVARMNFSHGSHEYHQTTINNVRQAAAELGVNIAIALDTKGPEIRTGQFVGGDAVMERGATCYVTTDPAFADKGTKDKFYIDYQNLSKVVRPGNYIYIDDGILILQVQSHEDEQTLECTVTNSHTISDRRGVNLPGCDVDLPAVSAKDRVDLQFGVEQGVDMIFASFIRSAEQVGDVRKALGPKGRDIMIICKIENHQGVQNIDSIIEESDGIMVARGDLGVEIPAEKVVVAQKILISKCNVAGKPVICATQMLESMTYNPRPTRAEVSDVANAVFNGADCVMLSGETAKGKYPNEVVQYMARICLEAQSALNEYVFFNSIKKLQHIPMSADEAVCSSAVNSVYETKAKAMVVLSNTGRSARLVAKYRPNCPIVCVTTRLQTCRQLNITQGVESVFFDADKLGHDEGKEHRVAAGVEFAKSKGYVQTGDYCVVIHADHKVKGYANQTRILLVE
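Purified LmPK (0.1 nM) with 0.5 mM PEP and 0.1 mM ADP in imidazole buffer pH 7.2 with MgCl2/KCl, 1 h at room temperature. ATP formed was read by luciferase luminescence and normalized to no-enzyme and uninhibited controls.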
AMA1 RON2 block – AMA1-RON2 (P. falciparum) interaction inhibition; AlphaScreen AMA1-biotinylated RON2 peptide binding; Potency, µM (doses to about 58.2 µM), for inactives: top-dose activity change, negative = inhibition, usual class: inhibitors; 360,000 tested, 0.2% active; AID 720542;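 further: potency means the concentration at half of the fitted maximal effect; 0% = vehicle wells and -100% = peptide control; nearly all actives have a fitted effect of over 45% in size; some results filed as inactive show a strong effect at the top dose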
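AMA1 (3D7) with his tag at 25 nM final met compounds first, then biotinylated RON2 peptide at 25 nM; detection used donor plus acceptor beads, 10 µg/mL apiece, read by AlphaScreen after 30 min at room temperature.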
AmpC detergent – inhibitors of E. coli AmpC beta-lactamase with detergent | P00811 | AmpC hydrolysis of nitrocefin, absorbance 480 nm, 0.01% Triton | Potency, µM (series often up to 114 µM), without a hit: at the top dose activity change, negative = inhibition, hits mostly inhibitors | 370,000 tested, 0.041% active;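 further: potency means the concentration at half of the fitted maximal effect; 0% = no-compound wells and -100% = no-enzyme wells; nearly all actives have a fitted effect of over 25% in size; some results filed as inactive show a strong effect at the top dose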
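20 mM phosphate pH 7.0 + 0.01% (detergent screen) or 0.0001% Triton X-100; 5.3 nM AmpC reagent; cpd preinc 15 min RT; nitrocefin (800 uM stock) to start; A480 q20 s × 4 min; Activity was normalised to no-enzyme and no-compound control wells.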
HCV inhibitor – blocks hepatitis C virus. Huh7.5.1 HCVcc-Cre infection, luciferase reporter, 44 h. Potency, µM (doses to about 41.8 µM), for inactives: at the top dose activity change, negative = inhibition, usual class: inhibitors. 340,000 tested, 3.4% active. AID 651820; further: potency means the concentration at half of the fitted maximal effect
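HCVcc-Cre virus at an moi near 0.5 was added right after compound to cells cultured 4 h from seeding (1,000 cells/well). Luciferase activity was determined 44 h later, 15 min after substrate addition at RT.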
HCMV antiviral – human cytomegalovirus inhibition; HFF cells, HCMV-luciferase reporter, 72 h; hits give low values; activity change, negative = inhibition, % at 57.5 µM; 410,000 tested, 4.5% active; AID 1259415; in the data active means activity change below about -60%; inconclusive means no clear call, values can overlap the other calls; inactive means above about -39%
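Inhibition of viral replication was scored as loss of reporter luminescence in HFFs infected with HCMV-luciferase (MOI 1 PFU/cell) for 72 h; compounds tested at 2 doses, normalized to buffer and Salinomycin controls.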
TbPYK inhibitor – blocks Trypanosoma brucei pyruvate kinase | 410,000 tested, 0.12% active | TbPYK enzyme, Kinase-Glo Plus ATP luminescence, 45 min | Q57TT1 | AID 624173 | Potency, µM (top dose mostly 76.8 µM), for inactives: top-dose activity, negative = inhibition, actives largely listed as inhibitors; further: potency means the concentration at half of the fitted maximal effect; nearly all actives have a fitted effect of over 50% in size
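Luminescent Kinase-Glo Plus end-point after 45 min room-temperature reaction of T. brucei pyruvate kinase started with 130 uM ADP (final). Buffer TEA 50 mM pH 7.2 with KCl, MgCl2, BSA, Tween-20; titration-based qHTS with fitted concentration-effect curves.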
* = called active by the depositor; ? = inconclusive; nt = not tested or not shown; [ ] = remark or other dose. Unless noted, the call rests on the fitted dose curve; in most records, active means well fitted curve in the direction sought with a large enough effect; inconclusive means small, poorly fitted or top-dose-only effect, or another doubt; inactive means no such curve, though single readings can be large; an effect the other way counts as inactive or inconclusive. Unless noted, on the % scale 0 is the no-effect control and ±100 the full control effect.

SMILES	AmpC no deterg	LmPK inh	AMA1 RON2 block	AmpC detergent	HCV inhibitor	HCMV antiviral	TbPYK inhibitor
CCOC(=O)CSc1nnc(-c2ccco2)n1C	0%	-4%	-1%	?	-7%	-13	-24%
O=C(O)C1CC=CCC1C(=O)NCCc1ccccc1 (stereo not drawn)	-5%	-1%	-2%	-9%	12%	29	2%
Cc1cc(C)c(C(=O)CSc2nc(C)cc(C)c2C(N)=O)c(C)c1	1%	-8%	-30%	?	?	0	2%
CN(C)c1ccc(C2C3=C(CCCC3=O)OC3=C2C(=O)CCC3)cc1	0%	0%	-19%	-15%	-33%	-22	-13%
COc1ccc(NC(=O)CSc2nc3nc(C)c(Cc4ccccc4)c(C)n3n2)cc1OC	nt	nt	nt	6%	nt	-66*	1%
Cc1cc(C)c(C)c(S(=O)(=O)N2CCC(C(=O)N3CC(C)CC(C)C3)CC2)c1C (stereo not drawn)	52%	nt	-12%	?	7%	-19	-2%
CC1=C(C(=O)N(C(C)C)C(C)C)CC(CC(=O)NC2CCCC2)C(=O)N1Cc1ccccc1 (stereo not drawn)	nt	nt	12%	nt	nt	16	-7%
COc1ccc(NC(=S)N(Cc2cccc(Br)c2)CC2CCC(C(=O)O)CC2)cc1 (stereo not drawn)	-6%	-2%	54%[activator]	?	23%	-35	1%
O=C(COc1ccc2c(c1)C(=O)CC1(CCCCC1)O2)NCc1ccccc1	0%	-1%	-14%	-17%	?	-27	1%
CCc1ccc(-c2ccc(C(=O)O)c(C)n2)cc1	-19%	-9%	-22%	-10%	27%	8	-2%
COc1ccc(-c2nc3ccccc3c(=O)n2NC(=S)N(C)C)cc1	-21%	-4%	-4%	-9%	2%	-33	-21%
O=C(Cc1ccccc1)NCC(=O)N1CCc2ccccc2C1	1%	2%	9%	0%	19%	-35	8%
CCOc1ccccc1N1CCN(C(=O)CNC(=O)c2sc3ccccc3c2Cl)CC1	-17%	-1%	-9%	-1%	10%	32	0%
OCCC1CN(Cc2ccc(F)cc2)CCN1CCCc1ccccc1 (stereo not drawn)	17%	-1%	6%	-2%	-10%	46	0%
Cc1cccc(C(=O)NCCN2CCCC2)c1	3%	1%	3%	?	2%	-12	-12%
CCOC(=O)CCNC(=O)Nc1ccc2nc(C)n(Cc3ccccc3Cl)c(=O)c2c1	77%[activator]	2%	-8%	1%	?	-11	3%
O=C1N/C(=N\N=C\c2cccs2)SC1Cc1cccc(Cl)c1Cl (stereo not drawn)	-24%	5%	10%[11.6 µM]	-2%	?	?	0%
Cn1ncc(Cl)c1C(=O)N1CCc2ccccc21	-20%	2%	-10%	-9%	6%	45	-3%
COc1ccc(N(Cc2cccs2)C(=O)COc2cccc(C)c2C)cc1	nt	nt	nt	5%	nt	?	-3%
COc1ccc(OC)c(CN2CCN(S(=O)(=O)c3ccc(NC(C)=O)cc3)CC2)c1	109%[activator]	0%	-27%	0%	-16%	-18	14%
Cc1ccc(N(Cc2ccccc2)C(=O)c2ccc(Cl)c(S(=O)(=O)N3CCOCC3)c2)cc1	-1%	nt	-19%	-15%	?	-25	0%
CC(=O)Nc1ccc(S(=O)(=O)N2CCN(c3cnn(C)c(=O)c3Cl)CC2)cc1	-6%	-7%	-13%	?	5%	16	-14%
CC(C)Cc1cc(C(=O)NCc2ccc(Cl)cc2)no1	nt	nt	nt	19%	nt	17	1%
O=c1cc(CN2CCN(c3ccccc3F)CC2)c2ccccc2o1	nt	nt	28%	nt	nt	-14	5%
Cc1ccccc1CNC(=O)Cn1c(C)c2cnn(-c3ccccc3)c(=O)c2c1C	nt	nt	nt	19%	nt	-13	0%
O=C(COC(=O)c1ccc(F)cc1F)Nc1ccc2[nH]c(=O)[nH]c2c1	-15%	0%	7%	-2%	-6%	24	-6%
CCOC(=O)NC(=O)COC(=O)CCCc1nc2ccccc2s1	-18%[11.4 µM]	1%	?	-7%	11%	33	1%
COc1cccc(/C=C2\SC(=S)N(CCC(=O)NNC(=O)c3ccccc3OC)C2=O)c1	-35%	8%	16%	-13%	?	0	-1%
O=S(=O)(c1ccc(=S)[nH]c1)N1CCCCCC1	-23%	nt	86%[activator]	-17%	17%	24	-2%
FC(F)(F)c1cc(-c2ccco2)nc(NCc2ccccc2)n1	-20%	-1%	29%	3%	?	-12	1%
COc1ccc2oc(C(=O)Nc3cccc(S(=O)(=O)N4CCOCC4)c3)c(C)c2c1	14%	nt	-4%	?	?	-26	-3%
C[N+](C)(CCCCCC[N+](C)(C)CCCN1C(=O)c2cccc3cccc(c23)C1=O)CCCN1C(=O)c2cccc3cccc(c23)C1=O	51%	nt	33%[activator]	-12%	23%	nt	-16%
CSc1ccccc1C(=O)N1CCc2ccc(NC(=O)c3ccccn3)cc2C1	nt	nt	-2%	nt	nt	-24	-4%
Cc1ccc(C2=Nc3ccccc3N=C(c3ccco3)C2)c(O)c1	-11%	-2%	5%	-10%	16%	38	0%
CCC(=O)Nc1cc(C)c(OC)c(C)c1	-13%	-2%	-23%	1%	-7%	9	4%
CCc1cc2c3c(c(=O)oc2cc1OC(C)C(=O)O)CCCC3 (stereo not drawn)	-28%	-6%	18%	-13%	?	1	0%
Cc1ccc(CNC(=O)c2ccc3c(c2)nc(C)n3-c2cccc(F)c2)cc1	nt	nt	nt	2%	nt	-77*	1%
CCOc1ccc(CNC(=O)C2CCN(c3nc4ccccc4nc3C(F)(F)F)CC2)cc1OC	nt	nt	nt	4%	nt	-2	-15%
CCOC(=O)c1cc2occc2n1CC(=O)Nc1ccc(OC)cc1OC	-13%	3%	-19%	?	-7%	5	10%
COc1ccc(NC(=O)N(C2CCCCC2)C2CCN(C(C)C)CC2)c(OC)c1	-11%	0%	-4%	?	3.5µM*	-9	2%
Cc1cc(C)cc(Cn2ncc(Cl)c(Cl)c2=O)c1	-21%	1%	4%	-9%	?	-84*	-1%
CN1C(=O)SC(Nc2ccccc2)C1=O (stereo not drawn)	-11%	8%	2%	-2%	0%	?	-11%
COCCCN1C(=O)C(O)=C(C(C)=O)C1c1cccc(F)c1 (stereo not drawn)	-7%	-1%	-18%	?	4%	0	2%
COc1ccc(C(=O)NCc2cc(C)nc3ccccc23)cc1	-4%	2%	9%	3%	16µM*	-24	0%
COc1ccc(NCc2nn(CC(=O)c3ccc(Br)cc3)c3[n+]2CCCCC3)cc1	54%	1%	?	-8%	2%	-38	-11%
O=C(c1cc2cc(Cl)ccc2oc1=O)N1CCN(c2ccccn2)CC1	-13%	-2%	5%	-10%	-4%	33	1%
O=C(Nc1cccc(NC(=O)c2cccs2)c1)c1ccco1	-33%	-8%	-3%	-6%	?	27	5%
COC(=O)c1sccc1NC(=O)C12CC3CC(CC(C3)C1)C2	nt	nt	2%	nt	3%	81	-4%
O=C1Nc2ccccc2N=C(c2ccc3c(c2)OCO3)C1N(C(=O)c1ccc2ccccc2c1)C1CC1 (stereo not drawn)	nt	nt	-10%	nt	nt	74	7%
c1ccc2[nH]c(CCN3CCCCC3)nc2c1	nt	nt	5%	nt	nt	-5	-1%
New compounds follow:
SMILES	AmpC no deterg	LmPK inh	AMA1 RON2 block	AmpC detergent	HCV inhibitor	HCMV antiviral	TbPYK inhibitor
Cc1ccc2sc(NC(=O)CSc3nc(C)cc(C)c3C#N)nc2c1	-21%	-2%	-6%	-12%	-18%	56	7%
CCN(Cc1cc2cccc(C)c2[nH]c1=O)C(=O)c1ccccc1OC	-9%	1%	2%	?	-19%	-23	6%
CCc1ccccc1NC(=O)CN1CCN(CC(=O)Nc2cc(C)ccc2OC)CC1	12%	1%	-1%	3%	25%	21	7%
CN(C)c1ccc(C2/C(=C(/O)c3ccc(Br)cc3)C(=O)C(=O)N2C)cc1 (stereo not drawn)	-8%	5%	?	-3%	25%	17	-17%
COc1cc(/C=N/NC(=O)C(=O)N2CCCC2)ccc1O	-3%	2%	28%	-12%	-11%	60	-1%
CC(C)C[C@H]1CN=C(N(C)C)N1CCc1cccc(F)c1	0%	nt	30%	nt	-9%	-14	-1%
CCn1c(SCC(=O)Nc2ccc(NC(=O)c3ccco3)c(OC)c2)nc2ccccc2c1=O	0%	12%	-11%	-6%	nt	-33	2%
O=c1cc(N2CCN(Cc3ccccc3)CC2)[nH]c(=O)n1-c1cccc(C(F)(F)F)c1	79%[activator]	6%	0%	?	8%	nt	-12%
COc1ccc(C(=O)NNC(=O)c2cc(C)nc3ccccc23)cc1	-13%	nt	10%	2%	-6%	3	-4%
COc1cc(C2CC(=O)NC(SCC(=O)Nc3ccccc3C)=C2C#N)ccc1O (stereo not drawn)	-28%	4%	-1%	-15%	11%	-2	-11%
COc1ccc(S(=O)(=O)N(CC(=O)N/N=C/c2ccccc2C(=O)O)c2ccccc2OC)cc1	-30%	7%	68%[activator]	-1%	20%	-10	3%
Cc1ccc(-c2nc(N)sc2CC(=O)OCC(=O)N2C(C)CCCC2C)cc1 (stereo not drawn)	0%	2%	2%	4%	23%	31	-9%
Cc1ccc2nc(N3CCN(C)CC3)c(C=O)c(=O)n2c1	-10%	-5%	6%	2%	27%	?	-2%
O=S(=O)(NC1=NCCCCC1)c1cc(F)ccc1F	-8%	nt	1%	nt	3%	16	0%
COc1ccccc1CNC(=O)Cn1c(=O)oc2cc(S(=O)(=O)N3CCC(C)CC3)ccc21	nt	nt	nt	?	nt	-31	-6%

One compound at a time (already shown). Values in the order: AmpC no deterg, LmPK inh, AMA1 RON2 block, AmpC detergent, HCV inhibitor, HCMV antiviral, TbPYK inhibitor
`O=C(COC(=O)c1ccc(F)cc1F)Nc1ccc2[nH]c(=O)[nH]c2c1` reads -15%, 0%, 7%, -2%, -6%, 24, -6%
`OCCC1CN(Cc2ccc(F)cc2)CCN1CCCc1ccccc1` (stereo not drawn) reads 17%, -1%, 6%, -2%, -10%, 46, 0%
`O=C(c1cc2cc(Cl)ccc2oc1=O)N1CCN(c2ccccn2)CC1` reads -13%, -2%, 5%, -10%, -4%, 33, 1%
`O=C(COc1ccc2c(c1)C(=O)CC1(CCCCC1)O2)NCc1ccccc1` reads 0%, -1%, -14%, -17%, ?, -27, 1%
`Cc1ccccc1CNC(=O)Cn1c(C)c2cnn(-c3ccccc3)c(=O)c2c1C` reads nt, nt, nt, 19%, nt, -13, 0%
